SRC2 TRFRET art – flags TR-FRET format artefacts in PPARgamma SRC-2 recruitment agonist screen. AID 1049. 200,000 compounds, 0.4% hits. TR-FRET artefact counter-screen; stronger effect = higher value. TR-FRET ratio at 8 µM; in the data active means TR-FRET ratio above about 2000; further: inactives centre near 1500
STAT3 activator – increases IL-6 driven STAT3 reporter signal; U3A cells, IL-6 STAT3-luciferase reporter, luminescence; 100% = signal with IL-6 EC80 alone; activation (% of control), % at 5.6 µM; 190,000 compounds, 0.91% hits; AID 871;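 active means activation above the screen-wide mean of compound activation plus 3 SD, cut at about 130% in these data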;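 further: 0% = background luminescence of wells with medium and substrate only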
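system = STAT3-luciferase reporter U3A cells | reagent = IL-6 stimulus at 33 ng/mL final | timing = 1 h compound pre-exposure, 6 h IL-6 stimulation, 37 °C | measured by = luminescence | evaluation = % activation versus median of IL-6-stimulated wells | control set = IL-6-only wells as 100% reference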
PPARg SRC-3 ag – PPARgamma-driven SRC-3 recruitment agonism | 200,000 compounds, 0.26% hits | P37231 | biochemical PPARgamma/SRC-3 coactivator recruitment assay | activation, % at 8 µM | AID 731; in the data active means activation above about 23%;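 further: 0% = DMSO and 100% = reference agonist; some compounds past the cut are filed as inactive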
S1P3 antag – S1P3 (human) receptor antagonism. Q99500. CHO S1P3 NFAT-BLA reporter, FRET fluorescence, antagonist mode. inhibition, % at 4.98 µM. 170,000 compounds, 0.27% hits;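 active means inhibition above the plate cutoff, the mean inhibition of test wells on that plate plus 3 SD, cut at about 28% in these data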;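 further: cells challenged with S1P at its EC80 of 0.8 µM; blue over green emission ratio from cleaved BLA substrate after 4 h stimulation; 0% = S1P-stimulated wells and 100% = unstimulated DMSO-only wells; some compounds past the cut are filed as inactive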
Target sequence (Q99500 whole entry, looked up): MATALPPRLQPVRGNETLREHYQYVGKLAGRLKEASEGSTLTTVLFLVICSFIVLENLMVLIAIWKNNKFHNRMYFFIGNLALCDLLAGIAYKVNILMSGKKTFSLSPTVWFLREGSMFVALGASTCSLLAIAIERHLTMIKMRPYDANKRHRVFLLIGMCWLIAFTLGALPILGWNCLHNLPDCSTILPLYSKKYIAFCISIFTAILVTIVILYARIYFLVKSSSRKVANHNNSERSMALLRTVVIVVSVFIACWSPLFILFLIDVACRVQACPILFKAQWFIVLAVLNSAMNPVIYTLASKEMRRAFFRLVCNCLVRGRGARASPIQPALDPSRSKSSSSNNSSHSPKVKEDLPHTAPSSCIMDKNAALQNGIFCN
PPARg SRC-1 ag – promotes SRC-1 coactivator recruitment by human PPARgamma; 200,000 compounds, 0.41% hits; activation, % at 8 µM; PPARgamma-SRC-1 coactivator recruitment biochemical assay; in the data active means activation above about 19%;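 further: 0% = DMSO and 100% = reference agonist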
ROMK primary – human ROMK K+ channel modulation, primary screen; P48048; Tet-inducible ROMK, thallium flux fluorescence; actives lie on both sides; B-score at 10 µM; 130,000 compounds, 2% hits;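 active means signal ratio slope over the read window, or its plate-corrected B-score, at least 3 SD from the plate mean, either direction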;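 further: B-score of the F/F0 ratio slope over 7 to 12 s after thallium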
Target sequence (P48048 whole entry, looked up): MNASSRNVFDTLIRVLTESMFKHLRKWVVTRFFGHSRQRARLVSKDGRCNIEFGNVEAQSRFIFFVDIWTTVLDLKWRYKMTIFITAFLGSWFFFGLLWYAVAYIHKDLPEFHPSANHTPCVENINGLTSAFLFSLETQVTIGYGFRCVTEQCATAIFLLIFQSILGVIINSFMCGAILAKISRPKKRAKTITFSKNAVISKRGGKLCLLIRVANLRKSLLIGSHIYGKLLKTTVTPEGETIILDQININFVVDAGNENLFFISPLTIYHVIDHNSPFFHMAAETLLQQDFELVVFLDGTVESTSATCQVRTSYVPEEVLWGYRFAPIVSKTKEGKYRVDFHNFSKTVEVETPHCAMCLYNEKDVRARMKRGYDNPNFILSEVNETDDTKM
PPARg SRC2 recr – PPARgamma-driven SRC-2 recruitment agonism; 200,000 compounds, 0.34% hits; PPARgamma LBD-SRC-2 recruitment, biochemical; activation, % at 8 µM; AID 1032; P37231; in the data active means activation above about 22%;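 further: 0% = vehicle and 100% = reference agonist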
RAM network inh – yeast RAM network inhibition. S. cerevisiae dse1pr::URA3 reporter, 5-FOA growth OD615, 2 d; analog-sensitive cbk1-as2 kinase mutant strain. inhibition, % at 50 µM. 190,000 compounds, 1.8% hits. AID 868;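 active means inhibition above a set limit, 3 SD over mean compound inhibition, cut at about 8.4% in these data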;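 further: 0% = DMSO-only wells with no growth and 100% = 10 µM 1-NA-PP1 full growth; inhibition rescues growth on 5-FOA so higher OD means more RAM inhibition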
TLR4 MyD88 comp – TLR4-MyD88 interaction inhibition in cells; HeLa CL3-4 TLR4/MyD88 BLA complementation, FRET ratio; inhibition, % at 8.4 µM; 200,000 compounds, 0.18% hits; in the data active means inhibition above about 25%;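 further: 0% = vehicle and 100% = reference inhibitor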
STAT3 blocker – STAT3 signaling inhibition. inhibition, % at 5.5 µM. U3A cells, IL-6 STAT3-luciferase reporter, luminescence; host cell line lacks STAT1. 190,000 compounds, 0.89% hits;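 active means inhibition above the mean inhibition across all screened compounds plus 3 SD, cut at about 44% in these data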;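 further: 0% = DMSO only wells and 100% = 100 µM nifuroxazide control wells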
STAT1 blocker – STAT1 signaling inhibition. NIH 3T3 STAT1-luciferase reporter, IFN-gamma, luminescence. inhibition, % at 5.5 µM. 200,000 compounds, 0.35% hits. AID 920;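 active means inhibition above a set limit, the mean inhibition across all tested compounds plus 3 SD, cut at about 34% in these data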;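 further: 0% = IFN-gamma with DMSO and 100% = IFN-gamma with 300 µM nifuroxazide; values of inactives mirror those of a sister screen read the other way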
Active calls of the source: *; nt = no result given.

#	Molecule	SRC2 TRFRET art	STAT3 activator	PPARg SRC-3 ag	S1P3 antag	PPARg SRC-1 ag	ROMK primary	PPARg SRC2 recr	RAM network inh	TLR4 MyD88 comp	STAT3 blocker	STAT1 blocker
1	CCN(CC(=O)NCc1ccc(Cl)cc1)C(=O)/C=C/c1ccco1	1712	106.7	5.4	-12.5	2.0	0	2.0	0.2	1.6	-4.0	-0.2
2	Cc1ccc(NC(=O)CCn2cccc2)cc1Cl	1259	102.7	-7.0	-1.8	9.4	-0.779	3.0	0.9	-0.8	-2.5	-1.6
3	CN1CC(=O)N2[C@H](c3ccc4c(c3)OCO4)c3[nH]c4ccccc4c3C[C@@H]2C1=O	1545	nt	2.8	-23.3	2.2	nt	10.7	nt	nt	nt	nt
4	Cc1ccc(N2C(=O)C(Cl)=C(NCc3ccccc3)C2=O)c(C)c1	1492	103.8	-2.5	nt	-5.3	nt	1.6	7.2	7.0	-3.3	-3.5
5	CCC(c1nnnn1CCOC)N1CCN(c2nc3ccccc3s2)CC1 (stereo not drawn)	1749	95.0	0.4	-2.4	2.9	0.399	2.1	0.4	-0.3	8.0	3.4
6	Cc1ccc2c(c1)c1c3n2CCN(C(=O)Cn2c(-c4ccccc4)noc2=O)C3CCC1 (stereo not drawn)	1743	99.8	9.1	-10.8	9.0	-0.29	6.2	3.0	0.6	3.1	-2.0
7	Cc1csc(NC(=O)CSc2nnc(-c3ccccn3)n2-c2ccc(C)c(C)c2)n1	1652	102.7	0.6	-13.5	5.2	nt	3.4	1.5	-15.3	6.9	4.2
8	ON1C2CCCCC2N(O)C1c1c(F)c(F)c(F)c(F)c1F (stereo not drawn)	1663	100.7	-2.8	-75.7	-1.3	nt	6.1	0.7	7.2	3.4	1.4
9	Cc1ccccc1NC(=O)C1C2CCCC1C2c1ccccc1 (stereo not drawn)	1479	104.7	0.7	nt	-1.1	0.592	-6.5	1.1	-13.3	1.9	8.3
10	CC(C)c1ccc(S(=O)(=O)N2CCN(C(=O)c3cccc(F)c3)CC2)cc1	1649	105.2	-7.4	-39.2	4.6	nt	-0.3	0.7	-9.6	-1.3	0.3
11	c1ccc(CSc2ncnc3c2cnn3Cc2ccccc2)cc1	1557	92.0	7.0	nt	0.6	1.12	-0.2	1.2	-2.6	14.8	-3.4
12	CCOC(=O)c1ccccc1NC(=O)c1cccs1	1373	89.8	-16.0	3.0	-1.2	nt	-6.1	2.2	1.1	14.4	-4.9
13	O=C(Nc1ccc(-c2nnn(CC(=O)N3CCN(C(=O)c4ccco4)CC3)n2)cc1)c1ccc(F)cc1	1634	92.0	0.0	-0.7	7.7	0.0134	-0.8	1.9	-12.6	17.1	-5.5
14	Cc1ccc(NCC(=O)N/N=C\c2cccc(O)c2)cc1	1380	101.2	3.9	-5.2	5.5	-0.303	8.8	2.4	-4.2	0.4	-4.1
15	Cc1cc(C(C)(C)C)oc1C(=O)OCC(=O)NC1CCCCC1	1609	96.1	1.0	0.4	8.5	-0.198	3.0	3.4	-2.7	11.9	-4.9
16	C/C(CC(=O)Nc1ccc(Cl)cc1Cl)=N\NC(=O)c1ccco1	1545	96.3	4.5	-10.2	-1.0	-0.365	2.5	1.4	-3.4	5.7	-28.2
17	CCc1ccccc1S(=O)(=O)Cc1ccc(C(=O)NCc2cccs2)o1	1697	106.3	-0.8	-8.7	7.2	-0.698	13.1	0.8	6.6	-2.2	7.5
18	COc1ccc(CNC(=S)N/N=C/c2ccc(O)c(OC)c2)cc1	1524	97.0	1.1	-34.4	1.8	0.854	15.7	-0.4	-5.5	4.9	-5.2
19	O=C(Cc1cccs1)Nc1nnc(COc2ccccc2)s1	1508	100.3	-6.1	nt	-1.9	0.115	4.8	nt	-5.1	2.8	-2.5
20	NC(=O)c1ccccc1N/C=C/C(=O)c1ccccc1	1305	61.2	2.1	27.1	12.0	nt	12.0	-1.3	8.9	49.0*	9.2

Profiles from above. Order of screens: SRC2 TRFRET art, STAT3 activator, PPARg SRC-3 ag, S1P3 antag, PPARg SRC-1 ag, ROMK primary, PPARg SRC2 recr, RAM network inh, TLR4 MyD88 comp, STAT3 blocker, STAT1 blocker
Listed for `Cc1ccccc1NC(=O)C1C2CCCC1C2c1ccccc1` (stereo not drawn) → 1479, 104.7, 0.7, nt, -1.1, 0.592, -6.5, 1.1, -13.3, 1.9, 8.3
Listed for `Cc1ccc2c(c1)c1c3n2CCN(C(=O)Cn2c(-c4ccccc4)noc2=O)C3CCC1` (stereo not drawn) → 1743, 99.8, 9.1, -10.8, 9.0, -0.29, 6.2, 3.0, 0.6, 3.1, -2.0

(continued)
#	Molecule	SRC2 TRFRET art	STAT3 activator	PPARg SRC-3 ag	S1P3 antag	PPARg SRC-1 ag	ROMK primary	PPARg SRC2 recr	RAM network inh	TLR4 MyD88 comp	STAT3 blocker	STAT1 blocker
21	Cc1ccc(C(=O)COC(=O)c2ccc(Br)o2)cc1C	1597	91.0	11.6	nt	4.3	nt	10.1	3.5	2.1	14.3	-14.0
22	COc1cc(/C=N/NC(=O)/C(=C\c2ccc([N+](=O)[O-])cc2)NC(=O)c2ccccc2)cc(OC)c1O	1551	97.2	-10.9	nt	1.3	0.136	0.5	-0.8	2.1	3.6	3.2
23	CCCc1ccc(C(=O)NNC(=O)c2ccc(Cl)cc2)cc1	1716	95.5	1.4	nt	6.0	nt	9.3	1.4	2.5	15.4	-0.5
24	COc1ccc(-c2noc(-c3ccco3)n2)cc1OC	1494	107.6	-3.7	1.6	-2.2	nt	1.7	1.2	-21.0	-4.1	-56.5

Structural class, those above with an aryl methoxy group (three)
#	Molecule	SRC2 TRFRET art	STAT3 activator	PPARg SRC-3 ag	S1P3 antag	PPARg SRC-1 ag	ROMK primary	PPARg SRC2 recr	RAM network inh	TLR4 MyD88 comp	STAT3 blocker	STAT1 blocker
18	COc1ccc(CNC(=S)N/N=C/c2ccc(O)c(OC)c2)cc1	1524	97.0	1.1	-34.4	1.8	0.854	15.7	-0.4	-5.5	4.9	-5.2
22	COc1cc(/C=N/NC(=O)/C(=C\c2ccc([N+](=O)[O-])cc2)NC(=O)c2ccccc2)cc(OC)c1O	1551	97.2	-10.9	nt	1.3	0.136	0.5	-0.8	2.1	3.6	3.2
24	COc1ccc(-c2noc(-c3ccco3)n2)cc1OC	1494	107.6	-3.7	1.6	-2.2	nt	1.7	1.2	-21.0	-4.1	-56.5
